# 5HT1E ag: activates the human 5-HT1E serotonin receptor; 0.69% of 65,000 active; CHO 5-HT1E Ga15 NFAT-bla reporter, FRET; 0% DMSO wells, 100% control agonist wells; activation, % at 6 µM; P28566;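 active = activation above a set limit, the screen-wide mean activation plus 3 SD, cut at about 8.5% in these data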;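 also: 100% = positive control agonist at 1 µM giving full maximal response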
# Abs 340nm: absorbance at 340 nm; compound absorbance at 340 nm, fold over control; fold change at 10 µM; 65,000 tested, under 10 active; AID 708;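 active = at 10 µM dose, initial 340 nm absorbance at least 2 fold that of control wells; inactive = change under 2 fold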;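 also: initial absorbance extrapolated from kinetic A340 decline of NADH oxidation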
# 5HT1a antag: 5-HT1a (human) receptor antagonism | P08908 | CHO 5-HT1a Ga15 NFAT-bla reporter, antagonist mode | inhibition, % at 10 µM | 0.68% of 62,000 active;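 active = inhibition above the mean of all tested compounds plus 3 SD, cut at about 43% in these data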;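 also: receptor stimulated by 5-CT agonist at 100 nM near EC80; beta-lactamase reporter measured by ratiometric fluorescence of a cleavable substrate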
# Target sequence (P08908 whole entry, looked up): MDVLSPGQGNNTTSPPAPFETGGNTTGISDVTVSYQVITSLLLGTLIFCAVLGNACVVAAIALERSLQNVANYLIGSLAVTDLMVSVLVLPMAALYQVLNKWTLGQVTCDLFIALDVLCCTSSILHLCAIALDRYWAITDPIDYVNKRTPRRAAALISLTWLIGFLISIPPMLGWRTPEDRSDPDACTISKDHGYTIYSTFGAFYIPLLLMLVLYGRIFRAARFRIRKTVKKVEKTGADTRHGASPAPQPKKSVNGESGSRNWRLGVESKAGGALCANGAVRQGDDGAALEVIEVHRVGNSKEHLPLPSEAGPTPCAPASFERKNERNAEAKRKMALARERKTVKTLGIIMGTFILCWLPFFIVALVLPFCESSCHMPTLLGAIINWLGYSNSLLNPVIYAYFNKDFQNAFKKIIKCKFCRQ
# HER2 expr 66K: inhibitors of human Her2 kinase expression; P04626; SKBR-3 HER2 protein level, AlphaScreen, 18-24 h; stronger effect = lower value; HER2 level % of control, % at 10 µM; 0.69% of 65,000 active;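 active = HER2 level under 5% of the carrier-only control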;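 also: 100% = DMSO carrier and 0% = 500 nM PU-H71 HSP90 inhibitor; lower value means stronger loss of Her2 protein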
# S1P1 ag-PAM: S1P1 (human) agonism or agonism potentiation. 0.57% of 56,000 active. S1P1 CRE-bla cells, forskolin, beta-lactamase FRET, potentiator mode; S1P1 agonist co-added at EC20, 2 nM; 100% = saturating reference agonist, 0% = basal. AID 449. P21453. activation, % at 9.5 µM;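 active = activation above a cutoff set at the mean activation of all tested compounds plus 3 SD, cut at about 54% in these data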;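 also: forskolin at 4 µM as EC80 and the EC20 agonist is SEW2871; 100% = SEW2871 at its EC100 plus forskolin at EC80; some compounds past the cut are filed as inactive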
# Target sequence (P21453 whole entry, looked up): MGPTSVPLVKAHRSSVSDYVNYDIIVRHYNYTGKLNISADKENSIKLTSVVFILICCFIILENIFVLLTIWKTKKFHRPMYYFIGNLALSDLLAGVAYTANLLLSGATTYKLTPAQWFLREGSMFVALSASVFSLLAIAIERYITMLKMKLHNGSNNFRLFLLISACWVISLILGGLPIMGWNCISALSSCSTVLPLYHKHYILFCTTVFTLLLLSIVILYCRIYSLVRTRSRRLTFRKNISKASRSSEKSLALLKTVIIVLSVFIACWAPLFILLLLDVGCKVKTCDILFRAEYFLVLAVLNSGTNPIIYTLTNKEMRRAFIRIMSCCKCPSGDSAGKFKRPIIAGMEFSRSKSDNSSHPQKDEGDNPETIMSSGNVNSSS
# MMP-13 inhibitor: inhibitors of human MMP13. P45452. MMP-13 fTHP FRET cleavage, Mca fluorescence. inhibition, % at 4 µM. 0.07% of 65,000 active. AID 570;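 active = inhibition above the mean of compound-free control plate wells plus 3 SD, cut at about 14% in these data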;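 also: 0% = DMSO wells and 100% = wells with reference MMP-13 inhibitor after basal subtraction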
# S1P3 agonist: activates the human S1P3 receptor; Q99500; S1P3 NFAT-BLA reporter cells, agonism, FRET ratio; relative to 1 µM S1P, basal subtracted; activation, % at 4.5 µM; 0.1% of 60,000 active;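 active = activation above the screen-wide mean plus 3 SD, cut at about 4.5% in these data, passing the limit was not always enough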; also: some compounds called inactive have numbers as strong as hits
#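 material = human S1P3 NFAT-BLA reporter CHO cells | schedule = 4 h compound at 37 °C, 2 h substrate at RT | measured by = fluorescent BLA substrate, ex 405 nm, em 460/535 nm ratio | controls = 1 µM S1P reference | replication = primary once, confirmation triplicate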
# Autofluor 339: intrinsic fluorescence of library compounds, ex339/em460 – biochemical, MLSMR library, data from DPM-DC assay, artefact control, profiling panel. compound autofluorescence, ex339/em460 nm, NADH buffer; stronger effect = higher value; 1 = no-compound wells, NADH background. fluorescence fold increase at 10 µM. 5.5% of 65,000 active. AID 709;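 active = at 10 µM, mean starting fluorescence two-fold or more over control wells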;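 also: signal is the first read of a kinetic run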
# 5HT1E antag: blocks the human 5-HT1E serotonin receptor; 0.99% of 65,000 active; CHO 5-HT1E Ga15 NFAT-bla reporter, FRET, antagonist; AID 571; inhibition, % at 6 µM; P28566;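 active = inhibition above a set limit, the mean inhibition across every tested compound plus 3 SD, cut at about 29% in these data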;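 also: signal is the 460 over 535 nm emission ratio of beta-lactamase substrate; 0% = agonist plus DMSO wells and 100% = wells without agonist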
# * hit, by the source's call; i = inactive; · = no result given; [ ] = remark or other dose.
SMILES,5HT1E ag,Abs 340nm,5HT1a antag,HER2 expr 66K,S1P1 ag-PAM,MMP-13 inhibitor,S1P3 agonist,Autofluor 339,5HT1E antag
COc1ccc(NC(=O)Cc2cccs2)c(OC)c1,-0.1,1.1,2,96,18,3,-1.9,1.1,-1
O=S(=O)(c1ccc(Br)cc1)N1CCN(c2cc(-c3ccccc3)nc3ncnn23)CC1,0.0,1.1,-13,·,·,-3,·,1.2,14
Cc1oc(-c2ccccc2F)nc1CS(=O)CC(=O)NCc1ccc2c(c1)OCO2 (configuration not stated),0.3,1,-3,110,-2,-5,-0.1,1.1,10
CC(CN1CCOCC1)OC(=O)c1ccccc1Br (configuration not stated),0.3,1,-4,84,-8,-4,-0.8,1.1,-7
Cc1ccc(C2(C)NC(=O)N(CC(=O)NC(=O)NC3CCCC3)C2=O)cc1 (configuration not stated),0.3,1,12,88,2,-4,-1.0,1.1,-1
C=CCSC1=C(C#N)C(c2ccccc2OCC)CC(=O)N1 (configuration not stated),-0.4,1,6,120,4,0,-0.3,1,-5
COc1ccc(C2=NOC(C(=O)NCc3ccc(F)cc3)C2)cc1OC (configuration not stated),-0.1,0.99,34,71,8,-5,1.1,1.1,70*
COc1cccc(Nc2nc(-c3sc(N)nc3C)cs2)c1,-0.8,1.1,10,94,-4,0,-0.2,1.1,-1
COc1ccccc1NS(=O)(=O)c1ccc(Br)s1,0.1,1,9,112,5,-2,-0.9,1.1,-2
CCC(C)NC(=O)CN(c1ccc2c(c1)OCO2)S(=O)(=O)c1c(C)n[nH]c1C (configuration not stated),0.1,1.1,-2,85,-13,-4,0.1,1.1,-14
COC(=O)NCC12CC3CC(C1)CC(CNC(=O)OC)(C3)C2,-0.6,1,·,78,3,2,-3.8,1,-3
COc1ccc(C2=NO[C@@H]3C(=O)N(c4cccc(C)c4C)C(=O)[C@H]23)cc1OC,0.2,1,-5,88,-27,6,-1.2,1.1,1
COC(=O)CC1Oc2ccccc2N(Cc2ccc(C)cc2)C1=O (configuration not stated),-0.4,1,1,111,-7,-8,-0.9,1.1,3
O=C(CCC(=O)N(CC(=O)NC1CCCCC1)Cc1ccco1)Nc1nccs1,0.5,1,-11,115,-1,-4,0.6,1,-5
COC(=O)CCS(=O)(=O)c1cc(Cl)ccc1Cl,-0.5,1,9,90,·,4,-0.9,1.1,-1
O=C(NCc1ccco1)c1cc(-c2cccnc2)nc2ccc(Cl)cc12,0.9,1.1,8,67,-16,-6,0.1,1.2,-4
CN1CCCc2cc(C#N)c(=O)[nH]c21,-0.4,1.1,1,118,-9,i[fluorescence artefact?],0.2,2.4*,-4
CCN(CC)CC(=O)Nc1ccc(-c2nc3cc(NC(=O)CN(CC)CC)ccc3o2)cc1,0.4,1.1,-6,89,10,-151[fluorescence artefact?],-1.2,3*,1
CCOc1cc(CN2CCN(c3cccc(C(F)(F)F)c3)CC2)ccc1O,8.3,1.1,33,93,·,3,-0.4,1,9
CN1CCN(c2nc3c(c(=O)[nH]c(=O)n3C)n2CCOc2ccccc2)CC1,-0.6,0.99,-1,121,11,0,0.0,1,-5
COc1ccc(NC(=O)c2oc3ccccc3c2NC(=O)c2ccc(OC)c(OC)c2)c(OC)c1,0.5,1.1,-12,27,-64,-3,-0.5,5*,-3
Cc1cc2cc3c(cc2nc1SCC(=O)O)OCCO3,-1.4,1.1,9,91,1,2,-1.3,1.4,2
O=C(CSC1=NCCS1)N1CCCC1,-0.6,1,-16,119,-16,-2,-0.3,1.1,-7
Nc1nnc(COc2ccc(Br)cc2Br)s1,0.9,1,-6,114,-22,-9,-0.1,1.1,-2
CC(C)CCn1c(SCC(=O)c2ccccc2)nc2c1c(=O)[nH]c(=O)n2C,-1.2,1.1,-2,94,-6,4,-0.1,1.1,9
Cc1cc(NC(=O)C2CC(c3ccc(F)cc3)=NO2)no1 (configuration not stated),-1.1,1,0,99,3,2,-1.0,1.1,-2
CCSc1nnc(NC(=O)CCn2c(=O)oc3ccccc32)s1,0.8,1,-11,79,-8,3,-0.4,1.1,-6
CCOC(=O)CSc1nc2cc(OCC)ccc2cc1C#N,-0.7,1.1,6,65,21,-11,-0.5,2.6*,12
C=CCOC(=O)CN1C(=O)c2ccccc2C1=O,-0.5,1.1,4,94,-7,-1,-1.5,1,-1
Cc1cccc(OCC(=O)Nc2cc(C)c(C)cc2O)c1,0.3,0.99,-10,78,-17,-2,0.1,1.1,-7

# Random excerpt: 2 records from the list.
SMILES,5HT1E ag,Abs 340nm,5HT1a antag,HER2 expr 66K,S1P1 ag-PAM,MMP-13 inhibitor,S1P3 agonist,Autofluor 339,5HT1E antag
COc1ccc(NC(=O)c2oc3ccccc3c2NC(=O)c2ccc(OC)c(OC)c2)c(OC)c1,0.5,1.1,-12,27,-64,-3,-0.5,5*,-3
CCOC(=O)CSc1nc2cc(OCC)ccc2cc1C#N,-0.7,1.1,6,65,21,-11,-0.5,2.6*,12

# The listing continues.
SMILES,5HT1E ag,Abs 340nm,5HT1a antag,HER2 expr 66K,S1P1 ag-PAM,MMP-13 inhibitor,S1P3 agonist,Autofluor 339,5HT1E antag
O=C(NCCc1ccc2c(c1)OCCO2)c1cc2ccccc2o1,0.4,0.99,8,70,20,5,4.4,1.1,-7
CC(=O)c1cn(CC(=O)NCc2cccnc2)c2ccccc12,0.2,1,-7,85,-7,3,-0.3,1,-3
O=c1c2c(nc3n1CCCCC3)sc1c(O)cccc12,-0.5,1,-2,75,-7,1,0.1,1.1,3
CCCCOc1ccc(Cl)cc1CSc1nnc(C)n1N,-0.9,1,-1,90,-5,-11,-0.6,1.1,-3
COC(=O)c1[nH]c2ccc(Br)cc2c1NC(=O)C(C)N1CCN(C2CCCCC2)CC1 (configuration not stated),0.7,1.1,2,-4.8*,-25,2,-1.2,1.2,12
c1ccc(Cn2c(CNc3nc4ccccc4n3CCN3CCOCC3)nc3ccccc32)cc1,-0.3,0.99,20,98,4,-4,-0.3,1.1,15
Clc1ccccc1CSc1ncccn1,0.1,1,-1,89,-11,0,-0.6,1,-7
CC(=O)Nc1nonc1-c1nc2ccccc2n1CCC(C)C,0.0,1,15,73,53,-29,0.0,1.2,9
CCOc1ccccc1NC(=O)N1CCC(NC(=O)c2cccc(C)c2)CC1,0.1,1.1,13,78,5,6,-0.9,1.1,4
O=C(Nc1scc(-c2cccs2)c1C(=O)O)c1cccs1,1.0,1.1,20,103,42,3,-1.1,0.98,0
CC1CCN(C(c2ccc(N(C)C)cc2)c2nnnn2Cc2ccccc2)CC1 (configuration not stated),-1.1,0.94,15,86,4,0,-0.9,1.1,5
Cn1c(=O)[nH]c(=O)c2c1nc(NC1CCCCC1)n2Cc1ccccc1,1.8,0.98,-14,85,-33,1,0.1,2.5*,-3
Cc1ccc(CNC(=O)CSc2nc3ccccc3c(=O)n2CCCO)cc1,-0.6,1,3,99,-9,3,-1.1,1,-1
CCOC(=O)N1CCN(C(=O)C2CCCN(c3ncnc4c3sc3cccc(F)c34)C2)CC1 (configuration not stated),-0.4,1,8,64,-9,1,-0.5,1.4,-2
CN1C(=O)C(O)(CC(=O)c2ccccn2)c2cc(Br)ccc21 (configuration not stated),-0.5,1,15,92,19,4,-0.6,1.2,4
CC(C)(C)OC(=O)N1CCC[C@H]1C(=O)NCC1CCC(C(=O)O)CC1 (some centres not stated),1.1,1,-11,93,12,-4,-0.4,1.1,-7
CCCCCSc1nnc(C)c(=O)[nH]1,0.8,1,-14,90,12,2,-0.1,1.1,2
CC(C)OC(=O)c1nn2c(C(F)(F)F)cc(-c3ccc(Br)o3)nc2c1Br,0.8,1.1,·,95,8,-6,-1.9,1.4,-6
COc1ccccc1-c1nnc(SCC(=O)N2CCOCC2)o1,0.2,1,10,92,-19,-1,-0.1,1.1,-9
COc1ccc(-c2ccc(-c3noc(-c4ccccc4C)n3)c(OC)n2)cc1,3.8,1.2,-12,69,-4,-27,-0.2,3.8*,-4
CC(C)CC(/C(O)=C(\C#N)c1nc2ccccc2[nH]1)N1C(=O)c2ccccc2C1=O (configuration not stated),-0.6,1.1,-12,82,-20,-1,0.9,1.1,-8
CCOC(=O)C1=C(C)N(c2nonc2NC(C)=O)C(N)=C(C#N)C1c1ccccc1F (configuration not stated),0.9,1,-22,100,6,-2,-0.2,1,7
O=C(c1cccs1)N1CCN(Cc2ccc3c(c2)OCO3)CC1,-0.6,1,17,92,2,4,-1.2,1.1,12
CC(C)(C)NC(=O)NC(=O)COC(=O)C1CC(=O)N(Cc2ccccc2)C1 (configuration not stated),-0.1,1,-8,108,·,3,·,1.2,-12
CCCCC(=NCCO)C1=C(O)C(C(=O)OC)C(C)(C)CC1=O (configuration not stated),0.8,1,-5,99,-2,3,-0.9,1.1,0
Cc1cc2c(c(=O)n1Cc1ccc3c(c1)OCO3)C(c1cccnc1)C(C#N)=C(N)O2 (configuration not stated),-0.7,1.1,-12,99,-2,6,-1.4,1.1,-13
Oc1ccc(Cl)cc1CNCC1CCCO1 (configuration not stated),-0.7,0.97,-3,63,8,-5,-0.6,1.2,2
Cc1occc1C(=O)NCc1ccccn1,-0.4,1,5,87,·,0,-0.5,1.1,-2
O=C(OCC(CO)OC(CO)n1ccc(=O)[nH]c1=O)c1ccccc1 (configuration not stated),0.5,1,-2,103,10,2,-0.3,1.1,-1
Cc1ccc(S(=O)(=O)N2CCC(C(=O)OC(C)C(=O)NCc3ccc4c(c3)OCO4)CC2)cc1 (configuration not stated),-0.2,1,-1,103,0,-7,0.7,1.1,-2
O=C(NC1CCCCCC1)C1CC(=O)N(Cc2ccccc2)C1 (configuration not stated),0.6,1,-3,87,-17,3,-0.6,1.1,-2
CN1C(=O)C(CC(=O)N2CCN(C(c3ccccc3)c3ccccc3)CC2)N(C)C1=O (configuration not stated),0.3,1.1,1,128,-10,-2,-0.4,1.1,-4
O=C(CC1CCCC1)OCn1nnc2ccccc2c1=O,0.7,1,-21,83,-13,0,0.5,1.1,-8
CC(=O)N1CC2(CC(=O)OC(C)C)CN(C(C)=O)CC(CC(=O)OC(C)C)(C1)C2=O,-0.8,1,0,120,-2,0,0.8,1.1,-3
O=c1cc(C(F)F)oc2c1ccc1ccccc12,0.0,1,4,94,-18,-18,-0.8,2.5*,9
c1ccc(Cn2c(Nn3cnnc3)nc3ccccc32)cc1,0.0,1,-2,128,-4,-2,-0.7,1,-4
CCOC(=O)c1c(C)c(-c2ccccc2)n(CC(=O)N2CCN(C)CC2)c1C,1.2,1,7,94,-12,-8,0.0,1.1,1
Cc1cccc(-c2noc(CN(C)S(=O)(=O)c3cc(Cl)ccc3Cl)n2)c1,-1.2,1,16,72,·,4,-0.9,1.1,-5
c1ccc(OCCSc2nc3ccccc3o2)cc1,0.3,1,6,100,-8,5,-1.5,1.1,-8
CC(C)OC(=O)c1ccc(OC(=O)c2cccnc2)cc1,-0.3,0.99,6,68,-13,7,-0.2,0.96,-7
